Source: PubChem
KDM5B inh = blocks human KDM5B histone demethylase activity; 220,000 tested, 2.6% active; KDM5B demethylase, FDH-coupled NADH fluorescence (FDH is formaldehyde dehydrogenase); Potency, µM (doses to about 57.7 µM), for inactives: at the highest dose activity change, negative = inhibition, actives largely listed as inhibitors; active = well fitted inhibition curve with a large enough effect; inconclusive = small, poorly fitted or top-dose-only effect; inactive = no such curve, though single readings can be large or run the other way; also: 0% is about no effect; nearly all actives have a fitted effect of over 70% in size
Target sequence (Q9UGL1 whole entry, looked up): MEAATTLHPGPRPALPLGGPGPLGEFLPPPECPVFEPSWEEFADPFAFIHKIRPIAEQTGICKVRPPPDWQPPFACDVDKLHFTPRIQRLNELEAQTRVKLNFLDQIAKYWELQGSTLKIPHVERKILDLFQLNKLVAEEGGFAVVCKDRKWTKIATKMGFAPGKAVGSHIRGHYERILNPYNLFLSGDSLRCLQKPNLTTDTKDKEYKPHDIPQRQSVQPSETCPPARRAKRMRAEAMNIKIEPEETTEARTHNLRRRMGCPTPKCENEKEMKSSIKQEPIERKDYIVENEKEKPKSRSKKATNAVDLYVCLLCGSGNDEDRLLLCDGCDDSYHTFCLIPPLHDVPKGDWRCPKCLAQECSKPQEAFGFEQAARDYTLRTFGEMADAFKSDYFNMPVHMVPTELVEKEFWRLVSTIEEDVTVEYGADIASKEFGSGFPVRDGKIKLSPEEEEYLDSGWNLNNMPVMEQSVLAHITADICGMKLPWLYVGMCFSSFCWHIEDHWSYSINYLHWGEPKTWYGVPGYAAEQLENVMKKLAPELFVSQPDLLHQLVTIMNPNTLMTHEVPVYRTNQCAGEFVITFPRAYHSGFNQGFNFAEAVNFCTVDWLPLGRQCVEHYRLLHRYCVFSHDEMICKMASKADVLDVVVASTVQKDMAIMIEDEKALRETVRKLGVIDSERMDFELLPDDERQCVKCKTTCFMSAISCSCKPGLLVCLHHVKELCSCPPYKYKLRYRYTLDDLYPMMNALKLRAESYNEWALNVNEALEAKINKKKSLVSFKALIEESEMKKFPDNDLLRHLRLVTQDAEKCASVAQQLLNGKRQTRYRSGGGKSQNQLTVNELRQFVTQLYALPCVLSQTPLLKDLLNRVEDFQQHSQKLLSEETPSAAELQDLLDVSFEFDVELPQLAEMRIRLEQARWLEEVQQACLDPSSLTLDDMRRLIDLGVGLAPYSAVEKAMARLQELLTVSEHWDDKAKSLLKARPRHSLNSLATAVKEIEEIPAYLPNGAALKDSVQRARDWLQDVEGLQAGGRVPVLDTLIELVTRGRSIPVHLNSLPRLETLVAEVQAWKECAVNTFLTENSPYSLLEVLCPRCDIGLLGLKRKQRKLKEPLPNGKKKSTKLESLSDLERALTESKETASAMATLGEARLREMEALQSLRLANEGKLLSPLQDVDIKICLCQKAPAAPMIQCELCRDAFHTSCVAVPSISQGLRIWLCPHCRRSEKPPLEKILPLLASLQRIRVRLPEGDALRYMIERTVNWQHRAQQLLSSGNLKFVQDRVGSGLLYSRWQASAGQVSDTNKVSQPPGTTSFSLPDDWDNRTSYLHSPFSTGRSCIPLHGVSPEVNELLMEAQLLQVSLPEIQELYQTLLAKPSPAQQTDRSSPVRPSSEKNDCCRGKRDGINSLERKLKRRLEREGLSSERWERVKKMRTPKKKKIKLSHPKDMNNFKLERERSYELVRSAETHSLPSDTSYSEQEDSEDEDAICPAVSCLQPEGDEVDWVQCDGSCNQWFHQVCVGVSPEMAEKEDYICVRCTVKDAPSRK
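Coupled FDH/NAD⁺ fluorescence readout. KDM5BΔAP 200 nM final; compound titration, 10 min RT preincubation; substrate mix 12.5 µM H3K4me3, 25 µM 2-OG, 50 µM Fe(II), 100 µM ascorbate, 0.25 mM NAD⁺, 0.25 U/mL FDH; ΔRFU over 30 min.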
An asterisk follows results filed as active; i = inactive; ? = inconclusive; [ ] = remark or other dose. Potency is read from the fitted curve at half-maximal effect. An excerpt. The share of hits here may be higher or lower than overall.

KDM5B inh,Molecule
25.6%,O=C1CN(C(=O)Cn2ccc3cc(Cl)ccc32)CCN1
?,COc1ccc(N(CC(=O)Nc2ccccc2C(=O)NCC2CCCO2)S(C)(=O)=O)cc1OC (stereo not drawn)
7.4%,CN(Cc1ccco1)C1CCc2nn(C)c(=O)n2CC1 (stereo not drawn)
-11.5%,COc1ccc(OC)c(NC(=O)C2=C(C)C(=O)OC23CCCCCC3)c1
-29.1%,Cc1nnc2n1CCC(N(C)C(=O)NCc1ccco1)CC2 (stereo not drawn)
-6.7%,CC1(C)CN(C(=O)CCc2nc(-c3ccco3)no2)CC1(C)O (stereo not drawn)
-11.8%,N#Cc1ccc(C(=O)N2CCC(n3cc(-c4nc(-c5ccccc5)no4)nn3)CC2)cc1
4.3%,O=C(N[C@@H]1COCC[C@@H]1OCc1ccccc1)c1nc2ncccc2[nH]1
31.6µM*,Cn1c(CNC(=O)c2cc[nH]c2C2CCCNC2)nc2ccccc21 (stereo not drawn)
-12.8%,COc1ccc(CCNC(=O)c2c(C)noc2-c2ccco2)cc1OC
23.9%,CCN(CC)C(=O)CSc1ncc(-c2ccc(Br)cc2)o1
17.1%,COc1ccc(NC(=O)CN(C)C(=O)c2nc(-c3ccccc3)oc2C)cc1
?,CC(C)(C)OC(=O)C(C#N)c1cnccn1 (stereo not drawn)
?,CC(C)NC[C@H]1O[C@@H](CO)[C@@H](O)[C@H]1N1CCN(C)CC1
11.7%,O=C(COc1ccc(Cl)cc1Cl)OCC(=O)c1ccccc1
?,CSc1ccc(-c2nc(CN3CCOCC(CN(C)C)C3)c(C)o2)cc1 (stereo not drawn)
-13.1%,CC(C)=CC(=O)Nc1ccc(Br)c(C)c1
5.3%,CCn1c(C(=O)N2CCC(C(=O)NCCCOC)CC2)cc2sccc21
-6.0%[115 µM],Cc1cc(C(=O)NCc2cccs2)c2c(C3CCCN3)noc2n1 (stereo not drawn)
14.0%[86.2 µM],O=C(c1cnc2c(c1)N([S+](=O)([O-])c1cccnc1)CCC2)N1CCCC(CO)C1 (stereo not drawn)
-7.1%,Cc1ccc(NC(=O)Nc2sc3nc4n(c(=O)c3c2C)CCC(C)CC4)c(Cl)c1 (stereo not drawn)
-9.1%[86.2 µM],CC(=O)N1CCC(COc2ccc3c(cnn3CC[S+](C)(=O)[O-])c2)CC1
14.4%,NCc1cccc(OCc2ccccc2)c1
20.1%,Cc1ccc(CNC(=O)CSc2ncc(-c3ccc(F)cc3)o2)cc1
27.9%[86.2 µM],O=C1C[C@@H]2CCN(C(=O)COc3ccccc3)C[C@@H]2CCN1Cc1cccnc1
3.3%,C=CCSC1=N/C(=C\c2ccc(OC)cc2)C(=O)S1
11.0%,Cc1ccc(C(C)(C)c2ccc(C(=O)O)cc2)cc1
-4.5%[115 µM],O=C1Nc2ccccc2C12CCN(Cc1ccc(C(F)(F)F)cc1)C2 (stereo not drawn)
-17.9%,COCCn1nc2n(c1=O)CCN(C(=O)CCc1c(C)noc1C)CC2
28.2µM*,O=C(NCc1cccnc1)c1cccnc1N1CC2CC(C1)[C@H]1CCCC(=O)N1C2 (stereo partly drawn)

2 compounds picked at random from those above:
KDM5B inh,Molecule
-17.9%,COCCn1nc2n(c1=O)CCN(C(=O)CCc1c(C)noc1C)CC2
31.6µM*,Cn1c(CNC(=O)c2cc[nH]c2C2CCCNC2)nc2ccccc21 (stereo not drawn)

Look-ups from the list:
NCc1cccc(OCc2ccccc2)c1 | KDM5B inh: 14.4%
COc1ccc(CCNC(=O)c2c(C)noc2-c2ccco2)cc1OC | KDM5B inh: -12.8%

The listing picks up with the 6 entries that preceded the break.
KDM5B inh,Molecule
27.9%[86.2 µM],O=C1C[C@@H]2CCN(C(=O)COc3ccccc3)C[C@@H]2CCN1Cc1cccnc1
3.3%,C=CCSC1=N/C(=C\c2ccc(OC)cc2)C(=O)S1
11.0%,Cc1ccc(C(C)(C)c2ccc(C(=O)O)cc2)cc1
-4.5%[115 µM],O=C1Nc2ccccc2C12CCN(Cc1ccc(C(F)(F)F)cc1)C2 (stereo not drawn)
-17.9%,COCCn1nc2n(c1=O)CCN(C(=O)CCc1c(C)noc1C)CC2
28.2µM*,O=C(NCc1cccnc1)c1cccnc1N1CC2CC(C1)[C@H]1CCCC(=O)N1C2 (stereo partly drawn)
-20.8%[86.2 µM],COCCCNc1cc(-c2ccc(Cl)cc2)nc2c(C)noc12
-9.8%,O=C(NCCN1CCOCC1)C(=O)NCC1OCCN1S(=O)(=O)c1ccc(F)cc1 (stereo not drawn)
-18.8%,O=C(O)C1(Oc2ccccc2F)CCN(Cc2ccc(CO)o2)CC1
?,CCn1nccc1C(=O)N1CCC2(CC1)NC(=O)N(c1ccccc1)N2
-2.5%,O=C(Cc1cccs1)N(Cc1ccccn1)C1CC1
-2.3%,Cc1ccc(C(=O)c2cn(Cc3ccc(F)cc3)c3nc(C)ccc3c2=O)cc1
-15.8%[115 µM],CC(=O)N[C@H]1C[C@@H](Cc2cc(CN(C)C)on2)C1(C)C
?,CCOC(=O)C(=CNc1cc(C(F)(F)F)ccc1N1CCOCC1)C(=O)OCC
-14.1%[86.2 µM],CC1=C[C@@H](CNC(=O)c2cccnc2)[C@H](C(C)C)C[C@H]1CC(=O)NC1CCCC1
-8.5%,O=C(CCn1c(=O)c2cccn2c2cccnc21)N1CCN(c2ccccc2)CC1
?,COc1ccc(-c2c(C)nc(N)nc2-c2ccc(OC)cc2O)cc1
?,CCc1ccc(N2CC(c3noc(-c4cc(Cl)ccc4F)n3)CC2=O)cc1 (stereo not drawn)
?,C=CCNC(=O)NC(=O)CN(C)Cc1cc(C)on1
-7.7%,COc1cc(NC(=O)NCCn2nnc3cc(S(=O)(=O)N(C)C)ccc32)cc(OC)c1
?,CCC(CC)Nc1ncnc2c1CN(C1CCCNCC1)C(=O)CN2C (stereo not drawn)
-2.8%,COc1ccc(CN2CC(CNC(=O)Cc3ccccc3)C3(C2)CN(c2ccccc2)C3)cc1O (stereo not drawn)
-20.9%,CCOc1cccc(C(=O)Nc2c(C(=O)c3ccc(OC)cc3)oc3ccccc23)c1
-30.2%,FC(F)(F)c1cccc(NC(=S)N2CCSC2c2ccc(Br)cc2)c1 (stereo not drawn)
1.7%,CC1CCN(C(=O)c2cc3n(n2)CC(c2ccc(Cl)cc2)OC3)CC1 (stereo not drawn)
7.2%[149 µM],CC(C)C(=O)N1Cc2ccccc2NC(=O)C12CCNC2 (stereo not drawn)
-17.8%,Cc1ccsc1C=Nc1ccc(C23CC4CC(CC(C4)C2)C3)cc1
-13.2%,COc1cccc(CNC(=O)C2CCN(S(=O)(=O)c3ccc(-n4cnnn4)cc3)CC2)c1
34.1%[activator],CN(Cc1ccccc1)C(=O)CN(C)S(=O)(=O)c1ccc(F)cc1
-16.2%,Cc1noc(C)c1C(=O)N1CC[C@H](N2CCN(C)CC2)[C@H](CCC(=O)O)C1
-2.1%,CC(C)C[C@H]1COc2cc(Br)ccc2S(=O)(=O)N1Cc1cn(Cc2ccc(C(F)(F)F)cc2)nn1
?,COc1ccc(CNC(=O)c2cc(-c3ccc(OC)c(OC)c3)nc3n[nH]c(-c4ccc(C)cc4)c23)cc1
9.3%,CC(OC(=O)C1CC2CCCC(C1)C2=O)C(=O)c1ccc(Cl)cc1 (stereo not drawn)
-1.2%,CC(C)(C)OC(=O)n1cc(C(=O)c2ccccc2O)cn1
?,CCc1ccc(S(=O)(=O)Nc2ccc3nc(N4CCN(CCC#N)CC4)cc(C(=O)O)c3c2)cc1
-12.8%,CCOc1cc(C=O)ccc1OC(=O)c1cccc2ccccc12
11.4%,NCCCCOCc1ccccc1
7.2%,CCCNC(=O)/C(C#N)=C/c1c[nH]c2ccccc12
?,CCOc1cc(C#N)c(NC(=O)c2ccc(OC)c(S(=O)(=O)N3CCN(c4ccccc4)CC3)c2)cc1OCC
?,CC(C)NC(=O)NC[C@H]1O[C@@H]2C[C@@H](CC(=O)NCc3nccn3C)O[C@@H]2[C@@H]1O
16.1%,CC(=O)Nc1ccc(CNC(=O)CN2CCN(C(C)=O)CC2)cc1
?,CCCCn1cc2c(c1-c1ccc(Cl)cc1)c(=O)n(C)c(=O)n2C
?,COCCNc1nc2c(S(=O)(=O)c3ccccc3)nnn2c2ccc(Cl)cc12
0.1%,O=C(C1COc2cc(S(=O)(=O)NCc3ccc(Cl)cc3)ccc2O1)N1CCCCCC1 (stereo not drawn)
2.7%,Brc1cccc(CNCc2ccco2)c1
21.0%,CCCNC(=O)NC(=O)CSC1=Nc2ccccc2CS1
11.1%,N#Cc1ccc(C(=O)NC2CCCN(Cc3ccccc3)C2)cc1 (stereo not drawn)
-20.6%,Cc1c(CNC2CCC(C)CC2)c(C(=O)O)c(C)n1Cc1ccc(Cl)cc1 (stereo not drawn)
?,COC(=O)[C@@H]1Cc2c([nH]c3ccccc23)[C@H]2C[C@H](NCCN3CCOCC3)C[C@@H](c3ccc(F)cc3)N21
-8.1%,CCCCNC(=O)C(Cc1ccccc1)NS(=O)(=O)c1ccc2c(c1)c(=O)n(C)c(=O)n2C (stereo not drawn)
8.4%,CCn1cc(-c2ccc(C)cc2)cc1C(=O)NCCCN1CCOCC1
13.8%[86.2 µM],COc1ccc(NC(=O)c2nnn3c2CN(Cc2cccc(Cl)c2)C(=O)CC3)c(C)c1
37.1%,Cc1nc(Cl)c(C(=O)NCc2ccccc2)c(C)c1[N+](=O)[O-]
4.4%,Cc1[nH]c2ccccc2c1C(=O)C(=O)Nc1cccc(Cl)c1C
-25.8%,CCCc1cnc2c(c1SCc1ccc(C(F)(F)F)cc1)c(=O)n(C)c(=O)n2C
?,COCCCNC(=O)c1oc2c(c1C)-c1nn(Cc3ccc(Cl)cc3)cc1CC2
-25.3%,COC(=O)C1=C(c2ccccc2)c2ccccc2S(=O)(=O)N1CC(=O)Nc1ccccc1Cl
35.3%,CC(C)N(C)Cc1nnnn1CC(=O)N1CCC(O)(c2cccnc2)CC1
-6.1%,Cc1cc[n+](-c2[nH]c(=O)sc2/C=N/N=C(\[O-])CCn2c3ccccc3c3ccccc32)cc1
-15.4%,Cc1ccc(-c2nc(CCNC(=O)C(=O)Nc3ccc(C)cc3C)cs2)cc1
-22.8%,CCn1c(CC2CCN(Cc3ccc(S(C)(=O)=O)cc3)CC2)nn(C)c1=O
-19.3%,COc1ccc(CCNC(=O)c2ccc3c(c2)nc2n3CCCCC2)cc1OC
-20.4%,COCCNC(=O)[C@@H]1C[C@H](Oc2cccnc2)CN1C(=O)C1(c2ccccc2)CC1
-15.0%,CC(=O)N1CCc2cc(S(=O)(=O)CCC(=O)Nc3ccc(C)cc3Br)ccc21
1.2%,COc1ccccc1CNC(=O)CCCn1c(=O)c2cccn2c2ccccc21
?,CCC(C)n1c(=N)c(C(=O)NC2CCCCC2)cc2c(=O)n3ccccc3nc21 (stereo not drawn)

Next part:
KDM5B inh,Molecule
16.8%,CCCCOc1ccc(CON(C(C)=O)C(C)=O)cc1Cl
14.4%,Cc1ccc(C(=O)C2CCN(CCC#N)CC2)c(C)c1
23.1%,COc1ccc(CNC(=O)N[C@@H](Cc2c[nH]c3ccccc23)C(=O)O)cc1
25.2%,COc1cc(C#N)ccc1OCc1cc(Br)ccc1F
?,O=C(O)/C=C/c1cccc(N=Cc2ccc(N3CCOCC3)cc2)c1
-1.1%,CN1C(=O)C(CC(=O)NC2CCCC2)=C2CCCCC21 (stereo not drawn)
9.2%,Cc1cc(C(=O)NCc2ccnc(N3CCCC3)c2)on1
?,Cc1nc2cc(NC(C)C(=O)Nc3cccc(Cl)c3)ccc2o1 (stereo not drawn)
i,Cc1ccc(CNc2oc(-c3cccc4ccccc34)nc2C#N)cc1
-10.3%,CCc1cc2cc(C)ccc2nc1SCC(=O)N1CC(=O)Nc2ccccc21
?,O=C(O)c1cnc(NCc2ccccn2)nc1-c1cccc(Cl)c1
?,Cc1nc(CN2C[C@H](C(=O)Nc3cccc(F)c3)C[C@@H]2c2ccc(F)cc2)cs1
31.1%,CCCC(C)C(=O)OCC(=O)C12CC3CC(CC(C3)C1)C2 (stereo not drawn)
?,Cc1ccc(CNC(=O)c2ccc3c(c2)CN(C2CCN(CC(C)C)CC2)CCO3)cc1
6.5%,O=C(c1cccnn1)N1CC(F)(F)C[C@H]1c1nc(-c2ccccc2)no1
?,Cc1cccc2c1-c1sc(C(=O)N(C)c3cccc(C(F)(F)F)c3)cc1CO2
-22.0%,CC(=O)NC(=S)Nc1ccc2oc(=O)ccc2c1
?,COc1ccc(-c2cc(C(=O)OCC(=O)c3ccc(C)cc3)c3cccc(Cl)c3n2)cc1
26.7%,COc1cccc(OC)c1-c1nn(-c2ncc(C(F)(F)F)cc2Cl)c(=O)o1
?,O=C(NC1CCN(Cc2ccccc2)CC1)C1(CCO)CCN(c2ncccn2)C1 (stereo not drawn)
-26.2%,C=CCN1CCN(C(=O)CN2CC3CC(C2)[C@H]2CCCC(=O)N2C3)CC1 (stereo partly drawn)
8.8%,CN(Cc1cccc(-n2cccn2)c1)C(=O)C1COc2ccccc2C1 (stereo not drawn)
?,O=C1c2c(nc(CNCc3cccc(F)c3)n2Cc2ccccc2)NCCN1Cc1cccc(Cl)c1
-19.5%[115 µM],COC[C@H]1C[C@@H](NCc2cccc(Cl)c2)[C@H](O)[C@@H]1O
1.0%,Cc1cc(C(=O)NC2CCN(Cc3ccccc3)CC2)c2c(C)nn(-c3cccc(F)c3)c2n1
-10.6%[86.2 µM],Cc1ccc2c(c1)nc1n2[C@@H](CNC(=O)c2ccccc2)COC1
?,COc1cc(C2Nc3ccccc3-n3cc4c(=O)n(C)c(=O)n(C)c4c32)ccc1O (stereo not drawn)
-20.1%,Cc1ccc(Cn2c(=O)n(Cc3ccc(C(=O)NC4CCN(Cc5ccccc5)CC4)cc3)c(=O)c3ccccc32)cc1
?,Cc1nc(S/C(=C\c2ccc(-c3ccc(C(=O)O)c(Cl)c3)o2)C(=O)O)n[nH]1
15.1%,O=C(c1ccc(F)cc1)N1CCN(Cc2nnnn2C2CC2)CC1
